# hIAP block – human IAP inhibitors, primary screen, biochemical, luminescence, uHTS; Intestinal-type alkaline phosphatase (Homo sapiens), P09923; purified IAP, CDP-Star luminescence, 30 min; inhibition, % at 10 µM; 0.12% of 330,000 active;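 active means inhibition reaching a set limit with compound at 10 µM in the primary screen, cut at about 35% in these data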;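 further: plate controls were DMSO wells with enzyme for no effect and no-enzyme buffer wells for full effect; values of inactives mirror those of a sister screen read the other way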
# hIAP activ – human IAP activators, primary screen, biochemical, luminescence, uHTS. 0.16% of 330,000 active. purified human IAP, CDP-Star luminescence, 30 min; hits give high values; 1 = vehicle-only enzyme, 0 = enzyme-free background. activation factor at 10 µM. AID 2524, 2010;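 active means activation factor of the enzyme at least 2-fold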; further: the source names both 10 and 20 µM as test concentration; values of inactives mirror those of a sister screen read the other way
# mIAP activ – activators of mouse IAP, primary screen, biochemical, luminescence, uHTS | intestinal alkaline phosphatase [Mus musculus] | muIAP, CDP-Star luminescence, 30 min; hits give high values; 1 = vehicle-only enzyme signal, 0 = enzyme-free wells | activation factor at 10 µM | 0.24% of 330,000 active;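 active means activation factor of at least 2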; further: the source names both 10 and 20 µM as test concentration; values of inactives mirror those of a sister screen read the other way
#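 Assay system: mouse IAP enzyme; reagent: chemiluminescent substrate CDP-Star; dosing: test compounds delivered from DMSO solution; schedule: 30 min at room temperature; measured by: luminescence from enzymatic CDP-Star hydrolysis; controls: DMSO-only wells and no-enzyme negative control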
# beta cell repl – inducers of MIN6 beta-cell proliferation, primary screen, ATP luminescence, uHTS | MIN6 cells proliferation, ATPlite luminescence, 48 h; cells starved in 0.2% serum; 100% = growth in 10% serum | proliferation, % at 10 µM | 0.29% of 330,000 active;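 active means compounds whose signal lies at least 3.5 SD above the mean of all wells on their plate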;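 further: 0% = DMSO-treated cells in low-serum medium and 100% = 10% serum control; some compounds called inactive have numbers as strong as hits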
# MPTP block – mitochondrial permeability transition pore inhibitors, primary screen, biochemical, isolated mouse mitochondria, absorbance | Ca2+ swelling absorbance, 30 min | inhibition, % at 10 µM | 1.4% of 360,000 active;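 active means inhibition of 50% or more, scaled per plate between neutral and stimulator controls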;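 further: 0% = DMSO wells given calcium and 100% = 1 mM EGTA wells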
# mIAP inh – inhibitors of mouse IAP, primary screen, biochemical, luminescence, uHTS | intestinal alkaline phosphatase [Mus musculus] | purified mouse IAP, CDP-Star luminescence, 30 min | inhibition, % at 10 µM | 0.2% of 330,000 active;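 active means inhibition of at least 40% at 10 µM in the primary screen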;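 further: plate controls were DMSO with enzyme for no effect and no enzyme wells for full effect; values of inactives mirror those of a sister screen read the other way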
# APOBEC3A inh – APOBEC3A ssDNA deaminase inhibitors, primary screen, selectivity assay for APOBEC3G inhibitor project, biochemical, FAM/TAMRA oligo cleavage fluorescence; DNA dC->dU-editing enzyme APOBEC-3A (Homo sapiens), P31941; recombinant A3A, FAM/TAMRA ssDNA deamination fluorescence; 0.41% of 330,000 active; inhibition, % at 20 µM;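 active means at least 40% inhibition at 20 µM here, with at most 30% in a related deaminase screen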;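 further: plate controls were A3A with DMSO for no effect and wells lacking A3A enzyme for full effect; some results filed as inactive read as strong as hits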
# Target sequence (P31941 whole entry, looked up): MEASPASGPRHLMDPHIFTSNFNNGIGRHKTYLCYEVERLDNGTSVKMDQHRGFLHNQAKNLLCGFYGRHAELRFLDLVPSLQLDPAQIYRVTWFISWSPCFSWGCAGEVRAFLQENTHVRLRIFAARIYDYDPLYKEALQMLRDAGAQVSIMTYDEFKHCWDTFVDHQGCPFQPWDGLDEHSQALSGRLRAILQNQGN
# ATG4B inh – ATG4B protease inhibitors, primary screen, biochemical, fluorescence, uHTS; ATG4B cleavage of LC3-PLA2, NBD-HPC fluorescence, 1 h; inhibition, % at 8.33 µM; 0.51% of 340,000 active; AID 504462, 2011; in the data active means inhibition above about 40%
# Target sequence (Q9Y4P1 whole entry, looked up): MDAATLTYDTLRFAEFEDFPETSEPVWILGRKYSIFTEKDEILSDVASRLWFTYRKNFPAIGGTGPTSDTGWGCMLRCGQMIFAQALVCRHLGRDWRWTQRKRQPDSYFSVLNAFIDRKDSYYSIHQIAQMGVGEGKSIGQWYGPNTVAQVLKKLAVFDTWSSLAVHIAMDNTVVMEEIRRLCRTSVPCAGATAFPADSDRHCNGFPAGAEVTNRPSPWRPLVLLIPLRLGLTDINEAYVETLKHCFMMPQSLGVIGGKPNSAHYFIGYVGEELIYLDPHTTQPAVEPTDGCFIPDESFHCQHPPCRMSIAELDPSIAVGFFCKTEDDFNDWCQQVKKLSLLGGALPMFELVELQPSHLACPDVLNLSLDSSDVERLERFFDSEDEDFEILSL
# APOBEC3G inh – APOBEC3G DNA deaminase inhibitors, primary screen, biochemical, fluorescence, single-stranded DNA substrate, uHTS | inhibition, % at 20 µM | recombinant A3G, ssDNA deamination FAM/TAMRA fluorescence | 0.28% of 330,000 active | DNA dC->dU-editing enzyme APOBEC-3G (Homo sapiens), Q9HC16;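 active means inhibition of at least 40% at 20 µM, with no more than 30% in the related APOBEC3A deaminase screen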;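 further: plate controls were DMSO wells with A3G for no effect and wells lacking A3G enzyme for full effect; some compounds called inactive have numbers as strong as hits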
# Target sequence (Q9HC16 whole entry, looked up): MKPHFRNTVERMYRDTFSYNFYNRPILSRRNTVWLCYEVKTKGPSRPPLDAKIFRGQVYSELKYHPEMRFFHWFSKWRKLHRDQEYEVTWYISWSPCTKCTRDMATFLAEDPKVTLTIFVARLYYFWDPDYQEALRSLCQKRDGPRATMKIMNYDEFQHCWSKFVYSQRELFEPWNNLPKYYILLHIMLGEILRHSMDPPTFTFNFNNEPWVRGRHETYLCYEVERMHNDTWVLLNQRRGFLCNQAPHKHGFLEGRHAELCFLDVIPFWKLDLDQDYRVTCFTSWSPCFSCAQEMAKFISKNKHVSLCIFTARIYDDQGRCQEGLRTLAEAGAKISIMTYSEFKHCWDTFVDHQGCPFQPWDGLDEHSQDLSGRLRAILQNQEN
# The depositor's hits bear a star; & = joins results of further samples. Random draw from the library; about 3.3% have a hit in one of these screens.
# Value order – hIAP block	APOBEC3G inh	ATG4B inh	mIAP activ	mIAP inh	APOBEC3A inh	hIAP activ	MPTP block	beta cell repl
1) CC1(C)Cc2cccc(OCC(=O)Nc3cccnc3)c2O1
→ 4.6	-3.9	-10.6	0.977	2.3	-2.7	0.954	1.7	0.4
2) CC(=O)Nc1ccc(S(=O)(=O)N2CCC(C(=O)N[C@@H](C)C(=O)NC3CCCC3)CC2)cc1
→ -10.8	-5.8	-0.4	1.03	-3.4	-1.3	1.11	0.4	7.0
3) O=C(NCc1cccnc1)C1CCN(S(=O)(=O)c2cccs2)CC1
→ 1.8	-6.6	-1.9	0.992	0.8	-2.2	0.982	-1.6	1.6
4) C/C(=N/NC(=O)c1ccco1)c1cccc(NC(=O)c2ccc(C)s2)c1
→ -5.7	-8.2	3.1	0.977	2.3	-3.5	1.06	1.9	0.0
5) COc1ccc(CNC(=O)C(=O)N2CCC3(CC2)OCCN3S(=O)(=O)c2ccc(C)cc2)cc1
→ -12.3	-5.7	-0.7	0.981	1.9	-5.2	1.12	0.1	10.2
6) CC1CCCCN1c1nnc(N)s1 (configuration not stated)
→ 9.1	-10.5	0.6	0.858	14.2	2.3	0.909	-2.1	-0.4
7) COc1ccc(NS(=O)(=O)c2cccc(C(=O)N(C)Cc3ccc(SC)cc3)c2)cc1
→ 0.5	18.3	-5.5	1.11	-11.5	-0.1	0.995	-0.4	0.1
8) COc1cc(C(=O)Nc2cc(C(F)(F)F)ccc2N2CCOCC2)ccc1OCC(=O)N1CCOCC1
→ -18.6	-7.0	-9.8	0.928	7.2	-2.5	1.19	1.4	8.4
9) CC(C)c1ccccc1NC(=O)COC(=O)Cc1c[nH]c2ccccc12
→ -6.1	-1.8	7.0	1.16	-15.9	-2.9	1.06	0.4	0.4
10) Cn1c(SCC(=O)N2CC(=O)Nc3ccccc32)nnc1C(F)(F)F
→ 8.3	-5.9	0.5	0.981	1.9	-1.9	0.917	-1.8	0.9
11) C=CCn1c(COc2cccc(C)c2)nnc1SCC(=O)NC(=O)NCc1ccco1
→ 4.0	14.8	-15.9	0.906	9.4	26.4	0.96	0.0	-3.5
12) CNc1cc(CSc2ccc(Cl)cc2)nc(C)n1
→ 4.1	-4.7	-2.7	0.962	3.8	-0.4	0.959	-1.1	-1.5
13) Cc1cccc(C)c1NC(=O)c1c(C)nn(-c2ccccc2)c1Cl
→ 1.2	-1.0	-3.2	1.03	-3.2	1.6	0.988	1.6	-2.9
14) CN1C(=O)CC(N2CCC(c3nc4ccccc4[nH]3)CC2)C1=O (configuration not stated)
→ 7.7	-4.5	3.2	0.904	9.6	-2.9	0.923	-0.5	-1.9
15) COc1ccc(/C=C/C(=O)OCC(=O)N(C)CC(=O)Nc2ccc(C)cc2)c(OC)c1
→ -5.4	-8.0	-13.7	1.03	-2.6	-2.9	1.05	-0.5	-4.1
16) COc1cccc(CC(=O)Nc2ccc3nc(C)sc3c2)c1
→ -6.8	2.3	4.7	0.987	1.3	1.6	1.07	2.6	-0.1
17) Cc1cccc(N(CC(=O)NCC2CCCO2)C(=O)CCC(=O)Nc2nccs2)c1 (configuration not stated)
→ 18.0	-11.3	-4.0	0.932	6.8	-1.8	0.82	1.3	-1.4
18) O=C(Nc1ccccc1N1CCCCC1)c1ncoc1-c1ccc(F)cc1
→ 2.5	-0.8	-3.1	0.973	2.7	-0.7	0.975	10.3	-1.9
19) O=C1NC(=O)c2cc([N+](=O)[O-])cc3cccc1c23
→ -8.7	-0.3	2.8	0.95	5.0	-5.0	1.09	0.1	-3.8
20) Cc1cccc2c1ncc1c(=O)n(-c3ccccc3)[nH]c12
→ 18.3	-6.3	-11.5	0.91	9.0	-3.3	0.817	1.5	-1.3
21) CCOC(=O)C1CCN(c2ncnc3c2c(-c2ccccc2)cn3-c2ccc(C)cc2)CC1
→ -0.4	-6.8	-0.5	0.934	6.6	-4.3	1	6.0	-6.7
22) CN(C)C(=O)CCC(=O)N1CCCC(C(=O)c2ccc(C(F)(F)F)cc2)C1 (configuration not stated)
→ -12.3	-2.0	0.6	0.964	3.6	1.0	1.12	-1.3	-0.8
23) CC1CCN(S(=O)(=O)CCNC(=O)c2ccc(F)cc2)CC1
→ -16.1	2.2	-4.4	0.998	0.2	1.8	1.16	1.1	-1.7
24) COC(=O)c1cc2sc(Cl)cc2n1Cc1nc(-c2ccccc2)oc1C
→ 5.7	-4.2	2.5	0.848	15.2	-2.7	0.943	2.9	-4.4
25) Cc1cc[n+](-c2[nH]c(=O)sc2/C=N/NC([S-])=Nc2ccccc2)cc1
→ 3.0	-8.6	2.6	0.745	25.5	-0.3	0.97	0.5	-0.4
26) CC(C)(C)NC(=O)CN(C(=O)CNS(=O)(=O)c1ccccc1)c1ccc2c(c1)OCCO2
→ -5.6	1.2	-10.9	0.997	0.3	4.0	1.06	1.4	0.9
27) CN1/C(=C/C2CC(=O)N(c3cccc4ccccc34)C2=O)C(C)(C)c2ccccc21 (configuration not stated)
→ 2.0	-2.5	8.5	0.978	2.2	-0.1	0.98	-1.4	-4.9
28) C[C@H]1CC[C@]2(O[C@@H](CCO)C[C@H](O)[C@H]2O)O1
→ 17.3	-8.6	-5.6	1.02	-1.6	-4.5	0.827	-1.0	7.2
29) COc1ccc(-c2cc(C(=O)N3CCOCC3)c3cc(C)ccc3n2)cc1
→ 15.3	4.7	-15.9	1.09	-9.3	7.4	0.847	-0.5	0.3
30) COc1cccc(N/C=C/C(=O)c2ccc(Br)cc2)c1
→ -3.7	-0.5	1.4	0.897	10.3	-1.6	1.04	1.6	-1.9
31) O=C(CCCn1c(=O)[nH]c2ccccc2c1=O)NCCSCc1ccccc1
→ 9.5	-6.1	-2.0	0.976	2.4	-1.4	0.905	0.4	2.9
32) O=C(NCc1cccs1)c1nc2ncccn2n1
→ 4.2	0.2	-4.1	1.02	-2.3	4.8	0.958	-2.1	-3.6
33) CCc1nnc(NC(=O)C2CCN(C(=O)c3ccccc3C)CC2)s1
→ 2.5	-4.1	-6.5	0.972	2.8	-0.2	0.975	-2.4	5.6
34) O=C1c2ccccc2C(=O)N1CCOCCN1C(=O)c2ccccc2C1=O
→ -4.8	-8.0	-7.2	0.94	6.0	-0.3	1.05	5.5	-4.3
35) Nc1ccc(S(=O)(=O)c2ccc(N)c(N)c2)cc1
→ -8.3	-7.5	3.9	0.945	5.5	-1.8	1.08	0.0	0.9
36) CC12CCC(=O)N1C(C(=O)Nc1ccccc1N1CCCCC1)CS2 (configuration not stated)
→ -1.6	-7.6	-2.1	1.17	-16.7	-5.2	1.02	-1.4	4.6
37) Cc1ccc2c(c1)Sc1c(ccc3ccccc13)N2
→ 8.8	-7.1	-4.8	0.942	5.8	-2.1	0.912	6.0	-2.0
38) Cn1ccc(C(=O)Nc2sc3c(c2C(N)=O)CCCCC3)n1
→ -34.7	11.7	0.4	0.914	8.6	0.5	1.35	-2.1	-6.6
39) COc1cc(C(=O)Nc2ccc(C(=O)NCC3CCCO3)cc2)cc(OC)c1OC (configuration not stated)
→ 10.1	-5.1	1.4	1.07	-6.8	-6.6	0.899	0.3	-2.9
40) CCN1CCN(Cc2ccc(NC(=O)c3cc(NC(=O)c4ccno4)cc(OC)c3)cc2C(F)(F)F)CC1
→ 17.0	6.8	-21.2	0.974	2.6	2.8	0.83	0.7&-2.6	-7.7
41) Cc1ccnc(NC(c2ccccc2O)c2oc(CO)cc(=O)c2O)c1 (configuration not stated)
→ -4.3	5.1	-7.8	0.989	1.1	-3.0	1.04	1.9	-0.3
42) O=C(COc1ccc(Cl)cc1Br)NNC(=O)C(=O)N1CCCCC1
→ 3.1	-6.6	1.8	0.835	16.5	-3.7	0.969	0.6	-0.6
43) CC(N=C1NS(=O)(=O)c2ccccc21)C(=O)NCc1ccc(F)cc1 (configuration not stated)
→ 0.8	-5.4	6.1	1.04	-4.4	5.7	0.992	-0.5	2.8
44) O=C(/C=C/c1cccs1)N1CCN(c2ccc(O)cc2)CC1
→ 9.4	31.1	-5.8	1.25	-25.2	-0.9	0.906	0.8	-5.1
45) O=C(NCCc1ccccc1)C(=O)NCC1OCCN1S(=O)(=O)c1ccc(Br)cc1 (configuration not stated)
→ -17.8	-5.0	-7.4	0.946	5.4	-3.9	1.18	0.2	-2.3
46) CCOC(=O)c1[nH]c(C)c(CN(CCc2ccc(OC)c(OC)c2)C(=O)CCCC(=O)O)c1C
→ 1.9	-0.4	-12.3	1.01	-1.1	2.2	0.981	-0.4	1.7
47) O=C(NNc1cc(C(F)(F)F)nc2ccccc12)Nc1cccc(Cl)c1
→ 0.5	-7.8	85.3*	1.13	-12.9	-3.9	0.995	67.2*	-3.2
48) CCOCC(=O)Nc1cc([N+](=O)[O-])ccc1C
→ 4.7	-8.1	-8.3	1.08	-8.1	5.3	0.953	-1.1	-2.3
49) CCCCC1=CC2=CC(=O)C(C)(OC(=O)CC)C(=O)C2=CN1c1cccc(C#N)c1 (configuration not stated)
→ -4.7	-5.1	-3.5	1.04	-4.3	-0.1	1.05	1.5	-4.0
50) CC1CCOC2(O1)C(=O)N(CN1CCN(c3ccccc3F)CC1)c1ccccc12 (configuration not stated)
→ 2.5	-8.1	2.2	0.915	8.5	-4.1	0.975	-0.9	-2.6
51) Cc1ccsc1CN(C)CC(=O)Nc1ccccc1C(=O)NC1CC1
→ 12.1	-8.1	-6.1	1.07	-7.1	-3.7	0.879	-1.0	-0.8
52) O=C(CN1CCSC1=NCc1ccccc1)c1ccc(Cl)cc1
→ 9.7	-4.1	8.4	0.918	8.2	-6.7	0.903	1.9	-2.1
53) COc1cccc(-c2nnc(-c3ccccc3[N+](=O)[O-])o2)c1
→ -8.3	-4.1	5.5	0.976	2.4	-2.1	1.08	0.9	-0.1
54) CC1CCN(C(=O)CSc2nnc(N)s2)CC1
→ 24.8	1.3	4.7	0.923	7.7	4.9	0.752	1.7	-1.9
55) O=C(Nc1ccccc1C(=O)OCC(=O)N1CCc2ccccc2C1)c1ccco1
→ -5.9	8.4	4.0	1.17	-17.3	-12.5	1.06	-7.7	-0.6
56) C=CCc1cccc(/C=N/NC(=O)CCC(=O)Nc2ccc(C)cc2)c1O
→ -40.9	-2.9	20.1	0.959	4.1	-0.3	1.41	1.9	-5.5

# Four of the entries above in order of their number in APOBEC3A inh, descending:
no.	molecule	APOBEC3A inh
32	O=C(NCc1cccs1)c1nc2ncccn2n1	4.8
33	CCc1nnc(NC(=O)C2CCN(C(=O)c3ccccc3C)CC2)s1	-0.2
41	Cc1ccnc(NC(c2ccccc2O)c2oc(CO)cc(=O)c2O)c1 (configuration not stated)	-3.0
42	O=C(COc1ccc(Cl)cc1Br)NNC(=O)C(=O)N1CCCCC1	-3.7

# High-throughput results from PubChem BioAssay.
